CF NFkB block – inhibitors of PAF-induced NF-kB signaling, primary screen, cell-based, GFP fluorescence, uHTS; KKLEB NF-kB-GFP reporter, GFP fluorescence overnight; inhibition, % at 5 µM; 360,000 compounds, 0.86% hits; AID 588850, 2011;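 active = at least 50% inhibition at 5 µM, scaled per plate between neutral and stimulator controls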;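 note: PAF is a Pseudomonas aeruginosa culture filtrate used as stimulus; plate controls were PAF-stimulated DMSO wells for no effect and unstimulated DMSO wells for full effect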
NR5A2 inv ag – LRH-1 (NR5A2) inverse agonists, primary screen, cell-based, luminescence, HEK293T, StAR-luciferase reporter; Nuclear receptor subfamily 5 group A member 2 (Homo sapiens), O00482; 360,000 compounds, 0.13% hits; inhibition, % at 3.6 µM; LRH-1 transfected, 24 h;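 active = inhibition above the mean inhibition of all tested compounds plus 3 SD, cut at about 73% in these data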;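 note: 0% = DMSO wells and 100% = reporter-only cells lacking LRH-1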
Target sequence (O00482 whole entry, looked up): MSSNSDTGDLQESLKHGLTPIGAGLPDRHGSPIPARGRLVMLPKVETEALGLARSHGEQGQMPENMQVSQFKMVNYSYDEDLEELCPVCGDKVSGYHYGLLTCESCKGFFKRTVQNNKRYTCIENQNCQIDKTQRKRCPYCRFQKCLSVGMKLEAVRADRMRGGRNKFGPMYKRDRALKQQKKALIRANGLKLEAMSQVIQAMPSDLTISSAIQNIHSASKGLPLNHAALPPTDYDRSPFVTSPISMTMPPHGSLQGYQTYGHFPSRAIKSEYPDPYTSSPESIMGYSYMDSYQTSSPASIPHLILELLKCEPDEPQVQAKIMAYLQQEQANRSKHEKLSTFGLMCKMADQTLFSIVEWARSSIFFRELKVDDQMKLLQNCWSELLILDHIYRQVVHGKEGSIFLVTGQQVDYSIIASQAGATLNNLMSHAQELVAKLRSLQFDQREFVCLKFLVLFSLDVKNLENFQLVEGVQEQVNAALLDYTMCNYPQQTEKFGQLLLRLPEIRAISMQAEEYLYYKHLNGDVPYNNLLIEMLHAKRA
Shn3 inh set2 – reduction of Shn3 3'UTR firefly luciferase signal, primary screen, Schnurri-3 inhibitor project, cell-based, Clone20 osteoblasts, set 2; Clone20 osteoblast Shn3 3'UTR firefly luciferase, 24 h; inhibition, % at 12.5 µM; 360,000 compounds, 0.52% hits;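 active = mean inhibition of at least 75% with every replicate also reaching 75%; inconclusive = mean inhibition at least 75% but some replicate below; inactive = mean inhibition below 75%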;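 note: 0% = median of neutral control wells and 100% = pilot-screen positive control compound; some compounds past the cut are filed as inactive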
NCOA1 inh – SRC1 coactivator transcriptional activity inhibitors, primary screen, cell-based, luminescence | Nuclear receptor coactivator 1 (Homo sapiens), Q15788 | HEK293 GAL4-SRC1 luciferase reporter | inhibition, % at 3.6 µM | 360,000 compounds, 0.12% hits | AID 588354, 2011;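 active = inhibition above the campaign mean plus 3 SD, with each screening campaign given its own cutoff, cut at about 60% in these data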;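 note: 0% = DMSO treated cells and 100% = gossypol at 36 µM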
KKLEB cytotox – cytotoxicity in KKLEB CF airway cells, primary screen, cytotoxicity control for CF NF-kB inhibitor project, cell-based, uHTS, fluorescence assay plates. KKLEB CF airway cells viability, ATPlite luminescence, overnight; stronger effect = lower value; cells stimulated with P. aeruginosa culture filtrate. activity change (cytotoxicity), % at 5 µM. 360,000 compounds, 0.36% hits;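 active = corrected activity change at or below -50% at 5 µM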
LMP1 NFkB inh – EBV LMP1-driven NF-kappaB luciferase reporter inhibitors, primary screen, cell-based, luminescence, single point; LMP1-induced NF-kappaB luciferase reporter cells; inhibition, % at 12.5 µM; 350,000 compounds, 0.69% hits; in the data active = inhibition above about 41%; inconclusive = no clear call, values can overlap the other calls;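 note: 0% = neutral control wells and 100% = reference inhibitor control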
TROY NFkB inh – inhibitors of TROY-driven NF-kB signaling, primary screen, Q293 LMP1-TROYcd cells, NF-kB luciferase, uHTS; inhibition, % at 10 µM; Q293 LMP1-TROYcd NF-kB luciferase reporter, 4 h; 360,000 compounds, 0.98% hits;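 active = compounds whose plate-normalised and pattern-corrected inhibition of the luciferase reporter signal at the single screening dose is 50% or more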
C8 TRAIL sens – viability loss with TRAIL in NB7+C8 cells, primary screen, TRAIL sensitizer project, cell-based, ATPlite luminescence. inhibition (viability loss, TRAIL sensitization), % at 10 µM. 360,000 compounds, 1% hits;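 active = compounds causing at least 50% loss of cell viability in the single-dose screen, relative to plate controls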
TWEAK Fn14 block – inhibitors of TWEAK-Fn14 signaling, primary screen, luciferase reporter cells, uHTS; TWEAK-stimulated Fn14 reporter cells, luciferase luminescence, 8 h; inhibition, % at 10 µM; 360,000 compounds, 2% hits; AID 1159606, 2016; in the data active = inhibition above about 50%
NR2F2 inh – NR2F2 transcriptional activity inhibitors, primary screen, cell-based, luciferase reporter, HEK293T, luminescence; HEK293T NGFI-A luciferase reporter; inhibition, % at 8.6 µM; 370,000 compounds, 0.7% hits; AID 686940, 2013;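 active = inhibition above a per-plate cutoff, mean inhibition of test wells between control levels plus 3 SD, cut at about 38% in these data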;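 note: cells cotransfected with COUP-TFII expression vector driving the NGFI-A reporter; 0% = median of COUP-TF2 test wells and 100% = reporter-only cells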
Target sequence (P24468 whole entry, looked up): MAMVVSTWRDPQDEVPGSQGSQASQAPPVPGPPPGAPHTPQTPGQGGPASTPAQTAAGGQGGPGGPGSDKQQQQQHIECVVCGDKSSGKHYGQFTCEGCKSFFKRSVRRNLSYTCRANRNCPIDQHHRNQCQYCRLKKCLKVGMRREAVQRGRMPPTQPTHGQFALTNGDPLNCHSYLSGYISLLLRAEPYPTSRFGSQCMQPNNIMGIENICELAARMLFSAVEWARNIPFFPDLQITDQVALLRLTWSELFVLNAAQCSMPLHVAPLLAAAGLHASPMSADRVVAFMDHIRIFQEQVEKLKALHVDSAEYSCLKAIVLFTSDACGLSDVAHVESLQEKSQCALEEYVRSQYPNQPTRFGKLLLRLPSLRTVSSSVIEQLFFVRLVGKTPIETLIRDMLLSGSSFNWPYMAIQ
SRC3 inh – SRC3 coactivator transcriptional activity inhibitors, primary screen, cell-based, luminescence | Nuclear receptor coactivator 3 (Homo sapiens), Q9Y6Q9 | HEK293 GAL4-SRC3 luciferase reporter | inhibition, % at 3.6 µM | 360,000 compounds, 0.17% hits | AID 588352, 2011;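 active = inhibition above a per-campaign cutoff, the mean of all compounds plus 3 SD, cut at about 60% in these data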;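 note: 0% = DMSO-treated cells and 100% = gossypol-treated cells at 36 µM; higher means less SRC3-driven luciferase light from the GAL4 reporter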
* hit, by the source's call; ? = inconclusive; nt = not tested or not shown; & = joins results of further samples; ! = repeats disagree. The list is partial, so the mix of outcomes need not match the whole.

SMILES	CF NFkB block	NR5A2 inv ag	Shn3 inh set2	NCOA1 inh	KKLEB cytotox	LMP1 NFkB inh	TROY NFkB inh	C8 TRAIL sens	TWEAK Fn14 block	NR2F2 inh	SRC3 inh
CC(OC(=O)c1cc2sccc2n1C)C(=O)NC(C)(C)C (stereo not drawn)	8	-7	-1	-20	-10	-2	4	-3	11	10	-8
COC(=O)/C=C1\SC(=Nc2ccc(OC)cc2)NC1=O	5	-4	-6	-15	2	6	8	-5	-15	-22	8
O=C(Nc1ccccc1)C(Cc1ccccc1)NC(=O)C12CC3CC(CC(C3)C1)C2 (stereo not drawn)	-22	12	18	5	3	3	-10	0	-1	15	-4
Nc1ccc(Nc2ccccc2)cc1	32	-18	1	-3	-16	-3	4	-20	-26	2	7
CCc1ccccc1N1CC(C(=O)Nc2cc(S(=O)(=O)N3CCCC3)ccc2Cl)CC1=O (stereo not drawn)	4	-3	28	0	-4	1	5	4	-7	4	14
O=[N+]([O-])c1ccc(-n2nnnc2CN2CCOCC2)cc1	14	-22	-2	-32	-16	4	-4	-2	-11	24	-20
CCC(CO)Oc1cc(NCc2ccccc2)c2ncn(C(C)C)c2c1 (stereo not drawn)	8	-9	11	10	-4	10	-32	19	-3	25	-26
Oc1ccccc1N=Nc1ccccc1O	1	36	69	34	0	67*	-29	34	-29	-59	69*
COc1cccc(/C=N/n2c(CO)nc3ccccc32)c1OC	-1	-2	-11	-5	3	-2	-28	1	-14	12	-8
COc1ccc(NC(=O)C2CCN(c3nnnn3-c3ccccc3)CC2)cc1	15	-25	12	-14	-14	1	-5	7	-17	7	10
Nn1c(SCC(=O)N2CCOCC2)nnc1-c1ccccc1Cl	2	-3	-16	-2	-7	1	18	-1	-7	-7	-5
NC(=O)COc1ccc2cc(-c3ccccc3)c(=O)oc2c1	-5	-28	-49	-43	2	3	-51	-6	-35	-47	-52
CCn1cc(S(=O)(=O)N2CCN(c3ccc(Cl)cc3)CC2)cn1	0	9	1	2	8	1	4	8	4	-4	10
CC(C)N(Cc1ccccc1)C(=O)CN1C(=O)c2ccccc2C1=O	10	6	-13	-5	-1	-1	-16	12	3	26	-16
COC(=O)c1c(C)[nH]c(C)c1-c1cccc([N+](=O)[O-])c1	11	2	23	-5	-4	0	11	3	11	-10	11
Cc1cccc2c1nc(-c1ccccc1)n1cnnc21	-8	-2	10	-8	-1	-9	-12	3	-8	12	-4
CCN(CC(=O)Nc1ccc(NC(C)=O)cc1)C(=O)C1CC1	6	17	3	2	-8	0	-9	-2	-19	16	-12
CCN(CC)S(=O)(=O)c1ccc(N2CCc3cc(OC)c(OC)cc3C2)nc1	-15	-2	0	-1	7	8	-1	-6	20	8	-13
O=C1C(Br)=C(c2ccccc2)C(c2ccccc2)=C1c1ccccc1	79*	3	98*	-12	-74*	4	-4	82*	57*	nt	-16
COc1cccc(CNC(=O)CCS(=O)(=O)Cc2ccc(C)cc2)c1	3	5	6	8	-1	-4	-18	-1	6	-4	5

Record cards, from the list above.
CCn1cc(S(=O)(=O)N2CCN(c3ccc(Cl)cc3)CC2)cn1 in the list: CF NFkB block = 0; NR5A2 inv ag = 9; Shn3 inh set2 = 1; NCOA1 inh = 2; KKLEB cytotox = 8; LMP1 NFkB inh = 1; TROY NFkB inh = 4; C8 TRAIL sens = 8; TWEAK Fn14 block = 4; NR2F2 inh = -4; SRC3 inh = 10
COc1cccc(CNC(=O)CCS(=O)(=O)Cc2ccc(C)cc2)c1 in the list: CF NFkB block = 3; NR5A2 inv ag = 5; Shn3 inh set2 = 6; NCOA1 inh = 8; KKLEB cytotox = -1; LMP1 NFkB inh = -4; TROY NFkB inh = -18; C8 TRAIL sens = -1; TWEAK Fn14 block = 6; NR2F2 inh = -4; SRC3 inh = 5

Continued.
SMILES	CF NFkB block	NR5A2 inv ag	Shn3 inh set2	NCOA1 inh	KKLEB cytotox	LMP1 NFkB inh	TROY NFkB inh	C8 TRAIL sens	TWEAK Fn14 block	NR2F2 inh	SRC3 inh
CN(C)c1cccc2c(/C=N/O)ccc(N(C)C)c12	8	19	13	-52	-19	-2	12	-7	14	2	23
Cc1ccc(CNC(=O)C(=O)NCC2OCCN2S(=O)(=O)c2ccc(Cl)cc2)cc1 (stereo not drawn)	3	4	19	2	10	?	22	8	14	-5	4
Cc1nc2nc(SCC(=O)c3cccc([N+](=O)[O-])c3)[nH]c2cc1Br	7	-11	-11	-14	2	-5	0	-2	3	-9	-8
CCOc1ccc(NC(=O)CN(C)C(=O)c2cc(S(=O)(=O)N3CCCCC3)ccc2Cl)cc1OCC	31	-14	-6	-9	0	-4	-14	8	6	10	-19
COc1ccc(OC)c(CN2CCN(C(=O)CNC(=O)c3cc(C)cc(C)c3)CC2)c1	4	-8	-14	-3	-8	0	3	-1	-5	9	-9
CN(C(=O)COC(=O)c1cccc(F)c1)c1ccccc1	8	10	-3	0	6	-8	-16	-1	-18	3	-3
Cc1csc(NC(=S)Nc2cccc(Cl)c2)n1	-13	-102	-65	-110	-4	2	-22	24	-15	-35	-94
CCc1ccc(NC(=S)N2CCN(c3cccc(C(F)(F)F)c3)CC2)cc1	8	8	16	-10	17	9	5	-1	16	1	6
COc1ccc(NC(=S)N(CCc2c(C)[nH]c3ccc(C)cc23)Cc2ccco2)cc1	-5	-7	12	-7	-8	-1	-3	-8	4	-15	10
C[C@@H]1C(=O)OC[C@H]1NC(=O)OCc1ccccc1	0	12	11	-15	14	-5	3	12	-3	-7	-9
Cc1ccccc1NC(=O)C(C)Sc1nnc(-c2ccncc2)n1CC1CCCO1 (stereo not drawn)	0	-13	-8	0	-3	1	-2	1	4	-9	9
O=C(CNS(=O)(=O)c1ccccc1)NCc1cccnc1	2	-11	-7	5	3	4	0	0	-5	3	-2
COc1nc(OCCNS(=O)(=O)c2ccc(C)cc2)nc(N(C)C)n1	3	11	8	-2	-9	-3	-6	8	24	-40	4
CC(=O)Nc1ccc(S(=O)(=O)Nc2ccc(S(=O)(=O)Nc3nc(C)cc(C)n3)cc2)cc1	-2	-6	6	2	7	4	-11	13	15	-15	-8
COC(=O)c1cc(-c2ccc(Br)cc2)on1	2	8	5	-1	-35	8	-10	-8	-9	-7	5
COc1ccc2nc(-c3ccccn3)ccc2c1	-38	-144	8	-96	-27	7	7	80*	61*	-46	-127
COc1cc(/C=N/Nc2cccc(C)c2)ccc1OC(=O)c1ccco1	-10	6	-31	5	-1	-6	-60	-9	-20	13	5
O=C(O)CCC(=O)Nc1nnc(C(F)(F)F)s1	4	4	9	-4	5	-1	0	-3	-1	26	7
CCC(C(=O)N1CCOCC1)n1nc(C)c2sc3ccccc3c2c1=O (stereo not drawn)	-5	0	-1	-20	-2	3	-10	10	13	-12	8
O=C(Cn1nnc2ccccc21)OCC(=O)c1ccccc1	2	12	6	2	5	7	1	-9	8	5	-4
N#CC1=C(N)Oc2n[nH]c(-c3ccc(F)cc3)c2C1c1ccncc1 (stereo not drawn)	0	-5	5	-49	-2	-8	6	-6	4	7	-5
c1nc(NCCN2CCOCC2)c2c3c(sc2n1)CCCCC3	-16	-4	2	7	4	0	16	1	0	-77	5
Cc1ccc(Cl)cc1NC(=O)COC(=O)C12CC3CC(CC(C3)C1)C2	2&-3	-9&7	14&17	-13&-9	1&8	1&4	4&4	8&7	67*!	-3&-4	7&-5
COc1ccc(S(=O)(=O)N2CCCCC2)cc1NC(=O)c1c(F)cccc1Cl	-6	14	-4	14	10	-6	-12	8	-7	1	1
O=C(CN1CCCCCC1)N1c2ccccc2Sc2ccccc21	10	-12	6	5	2	5	12	-3	22	4	13
Cc1ccc(C(=O)N(CN2CCCC2=O)c2ccc(F)cc2)cc1C	7	-1	-18	2	7	1	-5	-8	17	0	-5
COc1ccccc1C1CCN(C(=O)c2cccs2)CC1	15	-11	-8	-8	2	-15	-1	-6	-5	-17	1
O=C(NCCCn1ccnc1)c1ccccc1Br	-3	5	2	-10	4	5	-11	3	-6	19	4
COC(=O)CCCC(=O)OC	-6	-31	-29	-7	-2	-2	-2	-7	-12	8	-26
Cc1cc(C(F)(F)F)c(C#N)c(N2CCOCC2)n1	8	-16	0	-8	1	-3	-5	-37	-9	-12	14
CCCCCC(=O)NN=C1CCN(Cc2ccccc2)CC1	6	-2	-23	-2	-11	-7	-3	-3	94*	9	9
O=C(COC(=O)C1CCN(S(=O)(=O)c2cccc3cccnc23)CC1)c1ccc([N+](=O)[O-])cc1	-7	-11	-7	-18	-9	-2	13	2	-24	-9	9
COc1cc(C2CC(=O)N3CN(Cc4ccco4)CSC3=C2C#N)ccc1OCc1ccccc1 (stereo not drawn)	9	-11	2	4	-1	-14	-6	-15	12	5	3
CC(=O)Nc1ccc(S(=O)(=O)N(c2cccnc2)S(=O)(=O)c2ccc(NC(C)=O)cc2)cc1	-5	2	31	-3	-8	8	-8	13	3	-5	17
CC1CCC(NC(=O)CSc2ccc(S(=O)(=O)N(C)C)cn2)CC1 (stereo not drawn)	-13	-2	-7	-2	3	1	-14	1	3	12	-6
Cc1ccc(C(=O)N/N=C/c2cccc3ccccc23)cn1	-1	-19	-15	-8	4	nt	-43	-2	12	-16	-17
C/C=C(\C)c1nnc(NC(=O)C(C)C)s1	8	-15	-15	-22	11	-4	15	-14	2	-8	-34
COc1cccc(C(C)(O)c2nc(-c3ccc(Cl)cc3)cs2)c1 (stereo not drawn)	-7	22	7	-5	-3	nt	17	13	37	7	6
COc1ccc(C(=O)Nc2oc(-c3ccccc3)c(-c3ccccc3)c2C#N)cc1OC	-14	7	-15	12	12	-3	0	-5	20	10	1
CS(=O)(=O)NCc1nnc(SCC(=O)NC2CCCCC2)n1-c1ccc(F)cc1	-3	-7	6	-3	8	-10	10	1	-15	-13	-1
O=[N+]([O-])c1ccc(NCCCO)c(C(F)(F)F)c1	-10	16	1	-12	5	3	-11	-4	3	6	17
COc1ccc(-n2c(-c3ccc(C(C)(C)C)cc3)n[nH]c2=S)c(OC)c1	2	-12	-7	5	-1	12	5	0	0	4	3
CCOc1nc(C)ccc1-c1noc(-c2cccnc2)n1	20	-48	-65	-52	-15	-5	-26	-10	-20	-17	-33
CC(=O)c1cccc(NS(=O)(=O)c2c(C(=O)N3CCOCC3)c(C)n(C)c2C)c1	-14	-5	0	-13	4	7	-4	0	-2	-7	0
Cc1[nH]c2ccccc2c1C(=O)CN1CCC(C(N)=O)(N2CCCCC2)CC1	4	8	-6	2	5	2	0	-2	1	-17	18
CC(/C=N/n1c(-c2cc(C)[nH]n2)n[nH]c1=S)=C\c1ccccc1	-3	-7	10	-9	2	1	6	0	4	0	-2
